CBFb RUNX1 block: inhibitors of human CBF-beta and RUNX1 interaction. Potency, µM (highest dose often 59.8 µM), for the others: top-dose activity, negative = inhibition, actives largely listed as inhibitors. AlphaScreen CBFb-His/RUNX1-biotin binding, biochemical. 230,000 tested, under 10 active. AID 1477. Q01196+Q13951; note: % of control where 0% means no effect
Target sequence (Q01196 whole entry, looked up): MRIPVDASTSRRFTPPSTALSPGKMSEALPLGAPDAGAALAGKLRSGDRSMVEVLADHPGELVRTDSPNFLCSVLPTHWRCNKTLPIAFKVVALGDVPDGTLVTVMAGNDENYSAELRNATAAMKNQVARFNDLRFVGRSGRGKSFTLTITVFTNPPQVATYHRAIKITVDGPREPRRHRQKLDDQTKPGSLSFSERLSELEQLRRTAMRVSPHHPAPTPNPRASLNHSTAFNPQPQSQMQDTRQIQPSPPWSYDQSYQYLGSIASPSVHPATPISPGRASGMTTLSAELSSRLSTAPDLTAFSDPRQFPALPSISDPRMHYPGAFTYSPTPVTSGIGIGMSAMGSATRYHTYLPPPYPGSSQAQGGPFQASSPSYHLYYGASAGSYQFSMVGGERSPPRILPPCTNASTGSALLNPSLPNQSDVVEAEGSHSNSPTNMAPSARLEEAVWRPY
Target sequence (Q13951 whole entry, looked up): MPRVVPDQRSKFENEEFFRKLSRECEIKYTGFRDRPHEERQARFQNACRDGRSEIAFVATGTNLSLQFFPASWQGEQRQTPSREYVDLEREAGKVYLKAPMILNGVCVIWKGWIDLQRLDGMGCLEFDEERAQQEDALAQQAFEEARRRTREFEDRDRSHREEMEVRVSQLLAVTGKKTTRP
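Proteins preincubated together for 20 min at RT before compound addition; 15 min later, nickel and streptavidin beads were added and left 90 min prior to AlphaScreen measurement.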
HTT ATP protect: protects HTT-Q103 PC12 cells, measured by ATP; PC12 HTT-Q103 induced, cytoprotection, ATP luminescence, 40 h; Potency, µM (series often up to 56.4 µM), without a hit: cytoprotection (ATP increase), actives largely listed as activators; 230,000 tested, 0.14% active; AID 1471;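 note: potency is the fitted concentration of half-maximal effect; % of control where 0% means no effect; nearly all actives have a fitted effect of over 45% in size; toxic huntingtin expression switched on by the ecdysone agonist tebufenozide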
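Huntington model: PC12 line, ecdysone-inducible HTTQ103 exon1–GFP, tebufenozide 100 nM. Test articles in a dose series. Endpoint luminescence from cellular ATP.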
SMN2 splice enh: enhancers of SMN2 splice variant expression; HEK293 SMN2-luciferase splicing reporter, luminescence, 30-36 h; Potency, µM (doses to about 46.1 µM), for the others: at the top dose activity change, positive = activation, actives largely listed as activators; 210,000 tested, 2.8% active; AID 1458; note: potency is the fitted concentration of half-maximal effect; % of control where 0% means no effect; nearly all actives have a fitted effect of over 55% in size
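HEK293 cells carry an SMN2 […]–luciferase reporter in which exon 7 inclusion puts luciferase in frame. Cells were plated 10-12 h before compound addition, then incubated 30-36 h at 37C. ONE-Glo luminescence was read; sodium butyrate at 4.5 mM final served as control.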
* = called active by the depositor; ? = inconclusive; · = no result given; & = joins results of further samples; [ ] = dose if it differs, or a comment. Calls come from the whole dose curve; as a rule, active = well fitted curve in the direction sought with a large enough effect; inconclusive = small, poorly fitted or top-dose-only effect, or another doubt; inactive = no such curve, though single readings can be large; an effect the other way counts as inactive or inconclusive. Only part of the results is shown, so the mix of outcomes need not match the whole.

SMILES,CBFb RUNX1 block,HTT ATP protect,SMN2 splice enh
O=C(COc1cc(Cl)ccc1Cl)Nc1ccc(Cl)cc1C(=O)c1ccccc1,·,·,-7.9%
N#Cc1cc2c(nc1SCC(=O)Nc1ccc(C(F)(F)F)cc1)C1CCN2CC1,·,·,-70.6%[inhibitor]
CCOc1ccc(Nc2c(S(=O)(=O)c3ccc(C)cc3)cnc3ccccc23)cc1,·,·,-31.0%[inhibitor]
Cc1cc(C)cc(OCC(=O)Nc2ccc(Cl)cc2C(=O)c2ccccc2)c1,·,·,1.9%
CCOc1ccc(NCc2cccn2-c2nnc(N3CCC(C(=O)NCC(C)c4ccccc4)CC3)s2)cc1 (configuration not stated),·,·,-63.0%[inhibitor]
COc1ccc(C(=O)Nc2ccc(-c3nc4ccccc4s3)c(Cl)c2)cc1Cl,·,·,?
Cc1ccccc1-n1c(/C=C/c2c(C)[nH]c3ccccc23)nc2ccccc2c1=O,·,·,-18.2%
O=C(Nc1ccc(Br)cc1C(=O)c1ccccc1Cl)c1ccccc1F,·,·,-5.9%
Cc1ccccc1-n1c(/C=C/c2ccccc2F)nc2ccccc2c1=O,·,·,12.9%
O=C(COc1ccc(Cl)cc1)Nc1ccc(Cl)cc1C(=O)c1ccccc1,·,·,11.9%
CCOc1ccc(CN(CCc2ccc3c(c2)OCO3)Cc2cc(OC)ccc2O)cc1,·,·,-23.5%
COc1ccc(CNC(=O)C2CCN(C(=O)c3cnn(-c4ccccc4)c3-n3cccc3)CC2)cc1,·,·,-33.0%[inhibitor]

Whole records, quoted from the list. Order of values: CBFb RUNX1 block | HTT ATP protect | SMN2 splice enh
O=C(Nc1ccc(Br)cc1C(=O)c1ccccc1Cl)c1ccccc1F is listed as · | · | -5.9%
CCOc1ccc(CN(CCc2ccc3c(c2)OCO3)Cc2cc(OC)ccc2O)cc1 is listed as · | · | -23.5%
N#Cc1cc2c(nc1SCC(=O)Nc1ccc(C(F)(F)F)cc1)C1CCN2CC1 is listed as · | · | -70.6%[inhibitor]
CCOc1ccc(Nc2c(S(=O)(=O)c3ccc(C)cc3)cnc3ccccc23)cc1 is listed as · | · | -31.0%[inhibitor]
O=C(COc1ccc(Cl)cc1)Nc1ccc(Cl)cc1C(=O)c1ccccc1 is listed as · | · | 11.9%

More compounds.
SMILES,CBFb RUNX1 block,HTT ATP protect,SMN2 splice enh
Cc1ccc(NC(=O)CN2C(=O)CN=C(c3ccccc3)c3ccccc32)c(C)c1,·,·,-4.7%
CCCCC12CN3CC(C)(CN(C1)C3c1ccccn1)C2=O (configuration not stated),·,·,1.2%
CCOc1ccc(NC(=O)Cn2cc(C(=O)c3ccccc3)c3ccccc32)cc1,·,·,-15.6%
O=C(c1ccc(Cl)cc1)c1cn(Cc2ccccc2)c2cc3c(cc2c1=O)OCCO3,·,·,-30.6%[inhibitor]
COc1ccc(OC)c(NC(=O)Cn2cc(C(=O)c3ccccc3F)c3ccccc32)c1,·,·,?
COc1ccc(CCNc2nc3c(c(=O)n(C)c(=O)n3C)n2Cc2ccc(F)cc2)cc1OC,·,·,-30.7%[inhibitor]
COc1ccc(C2CC(=O)Oc3c2c(=O)oc2ccccc32)c(OC)c1OC (configuration not stated),·,·,-1.6%
Cc1ccc(NC(=O)C2CCN(C(=O)c3cnn(-c4ccccc4)c3-n3cccc3)CC2)cc1Cl,·,·,-30.5%[inhibitor]
Cc1cccc(NC(=O)Cn2cc(C(=O)c3ccccc3)c3ccccc32)c1,·,·,0.4%
CC(=O)N1CCc2cc(S(=O)(=O)N3CCN(c4ccc(C)cc4)C(C)C3)ccc21 (configuration not stated),·,·,-30.8%[inhibitor]
CCOc1ccc(N(C(C)C(=O)Nc2cc(Cl)ccc2OC)S(C)(=O)=O)cc1 (configuration not stated),·,·,-46.9%[inhibitor]
COc1ccc(C(=O)Nc2ccc(-c3nc4ccccc4s3)cc2C)cc1Cl,·,·,?

Additional entries.
SMILES,CBFb RUNX1 block,HTT ATP protect,SMN2 splice enh
O=C1CC(c2ccc(F)cc2)c2c(c3ccccc3oc2=O)O1 (configuration not stated),·,·,-5.7%
COc1ccc(OC)c(CCNCc2c(C(=O)O)c(C)n(Cc3ccc(F)cc3Cl)c2C)c1,·,·,4.4%
CC[C@H](CO)NC(=O)[C@@H]1C=C2c3cccc4c3c(cn4C)C[C@@H]2N(C)C1,·,-5.4%[1.9 µM],·
CCCCCC[C@H]1C(=O)O[C@@H](C)[C@H](NC(=O)c2cccc(NC=O)c2O)C(=O)O[C@@H](C)[C@@H]1OC(=O)CC(C)C,·,-4.4%,·
CCN1C[C@@]2(COC)[C@H](O)C[C@H](OC)[C@@]34[C@@H]5C[C@@]6(O)[C@H](OC(=O)c7ccccc7)[C@H]5[C@@](OC(C)=O)([C@H]([C@@H](OC)[C@H]23)[C@H]14)[C@H](O)[C@@H]6OC,·,-7.0%,·
C/C=C1\C[C@H](C)[C@](O)(CO)C(=O)OCC2=CCN3CC[C@@H](OC1=O)[C@@H]23,·,-1.7%,·
C=CCN1CC[C@@]23CCCC[C@@H]2[C@@H]1Cc1ccc(O)cc13,·,11.1%[1.9 µM],·
CC(C)[C@@]1(NC(=O)[C@@H]2C[C@H]3c4cccc5[nH]cc(c45)C[C@@H]3N(C)C2)O[C@@]2(O)[C@H]3CCCN3C(=O)[C@@H](Cc3ccccc3)N2C1=O,·,-32.8%[inhibitor],·
O=c1cccc2n1C[C@H]1C[C@@H]2CN(CCO)C1,·,20.1%,·
COc1cc2c(cc1OC)-c1c(O)c(OC)cc3c1[C@@H](C2)N(C)CC3,·,-21.9%,·
N[C@@H]1CCc2cc(O)c(O)cc2C1,·,9.4%[1.9 µM],·
C[C@@H]1Cc2cc3c(cc2C(c2ccc(N)cc2)=NN1)OCO3,·,15.1%[1.9 µM],·

The results go on:
SMILES,CBFb RUNX1 block,HTT ATP protect,SMN2 splice enh
COc1cc2c(cc1OC)[C@@]13CCN4C=C5CCO[C@H]6CC(=O)N2[C@@H]1[C@@H]6[C@H]5C[C@H]43,·,-3.0%[10 µM],·
COc1ccc2c(c1)[C@]13CCCC[C@@H]1[C@H](C2)NCC3,·,27.4%[1.9 µM],·
COc1ccc2c(c1)[C@]13CCCC[C@@H]1[C@H](C2)N(C)CC3,·,4.8%[1.9 µM],·
CN1CCc2cc3c(cc2[C@@H]1[C@H]1OC(=O)c2c1ccc1c2OCO1)OCO3,·,1.6%&-21.0%,·
Ic1ccccc1CN[C@@H]1C2CCN(CC2)[C@H]1C(c1ccccc1)c1ccccc1,·,-23.1%[1.9 µM],·
CC(C)N[C@@H](C)Cc1ccc(I)cc1,·,20.0%[1.9 µM],·
CC[C@H](CO)NC(=O)[C@H]1C=C2c3cccc4[nH]cc(c34)C[C@H]2N(C)C1,·,-3.3%,·
O=C(O)[C@H]1[C@H](C(=O)O)[C@H]2CC[C@@H]1O2,·,4.2%[1.9 µM],·
C[C@@H]1CCC/C=C\[C@H]2C[C@H](O)C[C@@H]2[C@H](O)/C=C\C(=O)O1,·,-62.0%[inhibitor],·
O=C(Nc1cc[c]([Sb](=[O])([OH])[OH])cc1)c1ccccc1,·,-0.9%[10 µM],·
O=c1cccc2n1C[C@@H]1C[C@H]2CN2CCCC[C@H]12,·,-64.5%[inhibitor],·
Cc1cccc(-n2c(CN3C(=O)c4ccccc4C3=O)nc3ccccc3c2=O)n1,·,3.5%,·

Just SMN2 splice enh, for 2 of the compounds above:
| canonical_smiles | SMN2 splice enh |
| --- | --- |
| O=C(COc1cc(Cl)ccc1Cl)Nc1ccc(Cl)cc1C(=O)c1ccccc1 | -7.9% |
| N#Cc1cc2c(nc1SCC(=O)Nc1ccc(C(F)(F)F)cc1)C1CCN2CC1 | -70.6%[inhibitor] |

(continued)
SMILES,CBFb RUNX1 block,HTT ATP protect,SMN2 splice enh
CO[C@@H](C)[C@](O)(C(=O)OC1=CCN2CC[C@H](O)[C@H]12)C(C)C,·,-51.7%[inhibitor],·
CC(C)(C)[C@@]1(O)C[C@@H]2OC(=O)C[C@@]23C(=O)O[C@H]2OC(=O)[C@@H](O)[C@]231,·,-13.7%,·
C=C(C)[C@H]1Cc2c(ccc3c2O[C@H]2COc4cc(OC)c(OC)cc4[C@@H]2C3=O)O1,·,-40.6%[inhibitor][1.9 µM],·
C[C@@]12CC[C@H]3[C@@H](CC=C4C[C@H](OS(=O)(=O)O)CC[C@]43C)[C@H]1CCC2=O,·,12.3%[1.9 µM],·
COc1cc2c(cc1OC)[C@]13CC[N@+]4(C)CC5=CCO[C@H]6CC(=O)N2[C@@H]1[C@@H]6[C@@H]5C[C@]34O,·,16.3%[10 µM],·
CC(C)C[C@H]1C(=O)N2CCC[C@@H]2[C@]2(O)O[C@](NC(=O)[C@H]3C=C4c5cccc6[nH]cc(c56)C[C@H]4N(C)C3)(C(C)C)C(=O)N12,·,0.1%,·
C[C@@]12CC[C@H]3[C@@H](CCC4=CC(=O)CC[C@]43C)[C@H]1CCC2=O,·,6.7%[1.9 µM],·
O=C(CCCN1CCC2(CC1)C(=O)N(CCc1ccc(N=C=S)cc1)CN2c1ccccc1)c1ccc(F)cc1,·,?,·
N[C@@H]1C[C@H]1c1ccccc1,·,3.9%[1.9 µM],·
Oc1ccc2c3c1O[C@@H]1[C@@H](O)CC[C@]4(O)[C@H](C2)N(CC2CCC2)CC[C@@]314,·,-11.1%[1.9 µM],·
CN1CCc2cc(O)cc3c2[C@H]1Cc1ccc(O)c(O)c1-3,·,-5.6%[1.9 µM],·
C=C[C@@H]1CN2CC[C@@H]1C[C@H]2[C@H](O)c1ccnc2ccccc12,·,-25.3%,·

Additional records.
SMILES,CBFb RUNX1 block,HTT ATP protect,SMN2 splice enh
CCOP(=O)(OCC)Oc1ccc2ccc(=O)oc2c1,0.7%,·,·
CCCC(=O)O[C@@H]1[C@@H](C)[C@@]2(O)[C@@H](C=C(CO)C[C@]3(O)C(=O)C(C)=C[C@@H]23)[C@@H]2C(C)(C)[C@]12OC(=O)CCC,27.2%,·,·
CN(C)C1CSSSC1,-1.3%,·,·
CN1C(=O)[C@]23CC4=CC=C[C@H](O)[C@H]4N2C(=O)[C@@]1(CO)SS3,22.3%,·,·
COC1(C)CC(c2ccccc2)c2c(c3ccccc3oc2=O)O1 (configuration not stated),8.0%,·,·
CC1=C2C(=O)C3C(CC=C4C[C@@H](O)CC[C@@]43C)[C@@H]2CC[C@]12O[C@@H]1C[C@H](C)CN[C@H]1C2C (some centres not stated),11.2%,·,·
CC(=O)CC(c1ccccc1)c1c(O)c2ccc(O)cc2oc1=O (configuration not stated),5.8%,·,·
c1ccc2c(c1)c1cc[n+]2CCCCC[n+]2ccc(c3ccccc32)NCCCCCN1,13.0%,·,·
Oc1ccc2c3c1O[C@H]1[C@H](O)CC[C@@]4(O)[C@@H](C2)N(CC2CC2)CC[C@]314,22.6%,·,·
CC(=O)O[C@H]1C2[C@@H](OC(=O)Cc3ccccc3)[C@@H](C)C[C@]2(OC(C)=O)C(=O)/C(C)=C/[C@@H]2[C@H](CC[C@@]13CO3)C2(C)C (some centres not stated),?,·,·
COc1cc2c(c3oc4cccc(O)c4c(=O)c13)C1C=CO[C@@H]1O2 (some centres not stated),2.0%,·,·
CCCCCCCCCC[n+]1cccc([C@@H]2CCCN2C)c1,0.5%,·,·

Remaining list, next part.
SMILES,CBFb RUNX1 block,HTT ATP protect,SMN2 splice enh
CC(C)[C@H](NC(=O)[C@H](CCC(=O)O)NC(=O)[C@H](Cc1ccccc1)NC(=O)[C@@H](C)NC(=O)[C@@H](N)Cc1ccc(O)cc1)C(=O)N[C@H](C(=O)NCC(N)=O)C(C)C,2.8%,·,·
C[N+](C)(C)CCCl,3.3%,·,·
O=C(O)COc1nc(Cl)c(Cl)cc1Cl,27.1%,·,·
CCCCOCN(C(=O)CCl)c1c(CC)cccc1CC,21.5%,·,·
O=C(O)CCC(CP(=O)(O)O)C(=O)O (configuration not stated),11.3%,·,·
C[C@@H]1O[C@@H](O[C@H]2CC[C@@H](O[C@H]3[C@H](O)C[C@H](c4ccc5c(c4O)C(=O)C4=C(C5=O)[C@@]5(O)C(=O)C[C@](C)(O[C@H]6CC[C@H](O[C@H]7C=CC(=O)[C@H](C)O7)[C@H](C)O6)C[C@@]5(O)C=C4)O[C@@H]3C)O[C@H]2C)C=CC1=O,-10.4%,·,·
C/C1=C/C(=O)O[C@@H]2C[C@@H](CC[C@H](C)/C=C\CC1)O[C@@](O)(C1CSC(=O)N1)C2 (some centres not stated),10.2%&13.3%,·,·

A few values from the results shown:
C[N+](C)(C)CCCl – CBFb RUNX1 block: 3.3%
C[C@@H]1O[C@@H](O[C@H]2CC[C@@H](O[C@H]3[C@H](O)C[C@H](c4ccc5c(c4O)C(=O)C4=C(C5=O)[C@@]5(O)C(=O)C[C@](C)(O[C@H]6CC[C@H](O[C@H]7C=CC(=O)[C@H](C)O7)[C@H](C)O6)C[C@@]5(O)C=C4)O[C@@H]3C)O[C@H]2C)C=CC1=O – CBFb RUNX1 block: -10.4%

Screens deposited in PubChem by National Center for Advancing Translational Sciences (NCATS).
